Screening results as filed in PubChem BioAssay.
PMI inhibition – human PMI inhibitors, high substrate, primary screen, biochemical, fluorescence intensity, high mannose 6-phosphate (AID 1220) | Mannose-6-phosphate isomerase (Homo sapiens) | recombinant PMI enzyme, coupled fluorescence intensity; higher % means a stronger effect | inhibition, % at 20 µM, or IC50 in µM where a hit was titrated | actives 0.66% (n = 190,000)
RSV CPE inhibition – RSV antiviral activity via CPE protection, HEp-2 cells, primary 10 µM value included (AID 2391). HEp-2 cells, RSV-induced CPE inhibition; higher % means a stronger effect. CPE inhibition, % at 10 µM; hits with a dose series show IC50 in µM. actives 0.13% (n = 310,000); in the data active = a potency from the dose series; inconclusive = CPE inhibition mostly from about 23% at the one dose, without a potency; inactive = the rest, 99 in 100 with CPE inhibition below about 21%; note: strong numbers were not always called active
P. falciparum M1AAP – P. falciparum M1AAP inhibitors, biochemical, fluorogenic H-Leu-NHMec substrate, 1536-well (AID 1445). recombinant M1AAP, H-Leu-NHMec fluorogenic kinetic assay; higher % means a stronger effect. inhibition, % at 30 µM; hits with a dose series show IC50 in µM. Aminopeptidase N (Plasmodium falciparum (isolate 3D7)). actives 0.42% (n = 220,000);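 active = primary inhibition above the hit cutoff, then over 50% inhibition at one or more dose response concentrations, cut at about 23% in these data, passing the limit was not always enough; inconclusive = conflicting primary data, or primary hits not chosen for dose response; inactive = low primary inhibition, or under 50% at every dose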;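 note: plate controls were DMSO full reaction for no effect and no enzyme background for full effect; strong numbers were not always called active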
UTI89 phage lysis – inhibition of K1F phage lysis, E. coli UTI89, bacterial capsule biogenesis inhibitors, alamar blue (AID 488966) | E. coli UTI89 K1F phage lysis, alamar blue, 2 h; higher % means a stronger effect | inhibition, % at 100 µM, or IC50 in µM where a hit was titrated | actives 0.02% (n = 340,000);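 active = phage lysis inhibition, versus mean bacterial control, above a set limit; inconclusive = no clear call, values can overlap the other calls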;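 note: capsule biogenesis inhibitors block K1F phage lysis so surviving cells raise fluorescence; higher fluorescence means more inhibition of phage lysis; actives were called in the ten point dose series up to 300 µM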
M17LAP inhibition – P. falciparum M17LAP inhibitors, primary screen, biochemical, fluorogenic H-Leu-NHMec substrate, 1536-well (AID 1619). recombinant M17LAP, H-Leu-NHMec fluorogenic kinetic assay; higher % means a stronger effect. one-dose inhibition, % at 30 µM; IC50 in µM for titrated hits. actives 0.38% (n = 220,000);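 active = compound inhibiting the enzyme by more than half at any dose during confirmatory dose-response retesting; inconclusive = strong single-dose inhibitors picked by rank but not retested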;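 note: plate controls were full reaction with DMSO carrier for no effect and no enzyme background for full effect; strong numbers were not always called active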
West Nile virus CPE – West Nile virus antiviral activity, cell-based, CPE readout (AID 1621) | West Nile virus-infected cells, CPE inhibition; higher % means a stronger effect | one-dose CPE inhibition, % at 10 µM; IC50 in µM for titrated hits | actives 0.02% (n = 290,000); in the data active = a potency from the dose series; inconclusive = CPE inhibition mostly from about 3.7% at the one dose, without a potency; inactive = the rest, 99 in 100 with CPE inhibition below about 2.2%; note: strong numbers were not always called active
TNAP activation fold – human TNAP enzyme activators, primary screen, biochemical, luminescent, no phosphate acceptor, uHTS (AID 1001) | one-dose activation fold at 20 µM; EC50 in µM for titrated hits | Alkaline phosphatase, tissue-nonspecific isozyme (Homo sapiens) | actives 0.03% (n = 200,000) | purified TNAP, luminescent activation assay, no phosphate acceptor; higher activation fold means a stronger effect; in the data active = activation fold from about 3, or a potency from the dose series; inactive = the rest, 99 in 100 with activation fold below about 1.6; note: many of its hits are not listed in these tables
T cell HTS – modulators of CD8 T cell-vesicle binding, primary screen, mouse 2C CD8+ T cells, flow cytometry; calls only at 7 µM; 2C CD8+ T cell-vesicle binding; stronger effect = lower value; actives 0.068% (n = 330,000);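 active = response, share of CD8 T cells binding vesicles, and their 90th percentile fluorescence all below set limits, cut at about 80% in these data, passing the limit was not always enough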
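System: murine 2C transgenic CD8+ T lymphocytes; also added: QL9-loaded Drosophila micro-vesicles; times: binding 1.5 h at 37 °C; measured by: flow cytometry, PE anti-B7-1 (FL2) versus Alexa647 anti-CD8 (FL8), PFA-fixed; control set: Peptide-free naked vesicles (low) and QL9 vesicles with 0.7% DMSO vehicle (high)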
human PMI inhibition – inhibitors of human PMI, primary screen, biochemical, fluorescence intensity, coupled assay (AID 1209); purified PMI enzyme, coupled fluorescence intensity; higher % means a stronger effect; actives 0.42% (n = 190,000); inhibition, % at 20 µM, or IC50 in µM where a hit was titrated;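 note: plate controls were DMSO vehicle for no effect and wells lacking substrate for full effect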
T cell HTS vesicle-bound % – second read-out of T cell HTS, no call of its own (marks repeat the call); double positive events, %; measured here: CD8+ vesicle-bound cell fraction;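 binding gate set so that unloaded-vesicle control wells show 10% double positive cells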
The depositor's hits bear a star; [ ] = another dose, or the depositor's remark. Cut-off read from the data, not from the text of the source, unless noted: active = inhibition above about 50%; inactive = the rest.

`Cc1cccc(NC(=O)c2ccc(N3C(=O)C4CCCCC4C3=O)cc2)c1C` (stereo not drawn) gave RSV CPE inhibition 0.4%, UTI89 phage lysis 1.2%, West Nile virus CPE -0.1%, T cell HTS inactive and T cell HTS vesicle-bound % 1.7.
`Cc1ccc(OCC(=O)N/N=C/C=C/c2ccco2)cc1` gave PMI inhibition 45.9%, RSV CPE inhibition 0.6%, P. falciparum M1AAP 12.0%, UTI89 phage lysis -7.1%, M17LAP inhibition 20.9%, West Nile virus CPE 1.2%, TNAP activation fold 1, T cell HTS inactive, human PMI inhibition 21.9% and T cell HTS vesicle-bound % 49.9.
`C=C(C)Cn1c(C)cc(C)c(S(=O)(=O)c2cccc(C)c2)c1=O` gave PMI inhibition 5.6%, RSV CPE inhibition 20.4%, P. falciparum M1AAP 0.6%, UTI89 phage lysis -0.4%, M17LAP inhibition -7.6%, West Nile virus CPE -2.3%, TNAP activation fold 1.1, T cell HTS inactive, human PMI inhibition 8.1% and T cell HTS vesicle-bound % 61.7.
For O=C(CSc1nnc(Cc2cccs2)n1Cc1ccco1)Nc1ccc(Br)cc1 the results were PMI inhibition 11.2%, RSV CPE inhibition 0.2%, P. falciparum M1AAP 6.3%, UTI89 phage lysis -0.8%, M17LAP inhibition 15.5%, West Nile virus CPE -0.2%, TNAP activation fold 1.1, T cell HTS inactive, human PMI inhibition 26.1% and T cell HTS vesicle-bound % 8.5.
`CCCN1c2cccc3cccc(c23)S1(=O)=O` gave PMI inhibition -3.1%, RSV CPE inhibition 4.2%, P. falciparum M1AAP 6.0%, UTI89 phage lysis -1.3%, M17LAP inhibition 4.2%, West Nile virus CPE 1.2%, TNAP activation fold 1, T cell HTS inactive, human PMI inhibition 6.8% and T cell HTS vesicle-bound % 49.3.
`Cc1cc(C)cc(OCCCCn2cncn2)c1` gave RSV CPE inhibition 2.6%, UTI89 phage lysis 0.1%, West Nile virus CPE -0.2%, T cell HTS inactive and T cell HTS vesicle-bound % 62.1.
Screening O=C(/C=C/c1ccc([N+](=O)[O-])cc1)NCc1ccccn1 returned PMI inhibition 0.2%, RSV CPE inhibition 7.5%, P. falciparum M1AAP 4.5%, UTI89 phage lysis 1.3%, M17LAP inhibition -6.5%, West Nile virus CPE 0.3%, TNAP activation fold 1.1, T cell HTS inactive, human PMI inhibition -3.2% and T cell HTS vesicle-bound % 42.5.
`Cc1cc(C(=O)Nc2ccccc2C(=O)O)ccc1NC(=O)COc1cccc(C)c1C` gave RSV CPE inhibition 12.7%, UTI89 phage lysis -0.4%[50 µM], West Nile virus CPE 0.7%, T cell HTS inactive and T cell HTS vesicle-bound % 31.1.
`CN1C(=O)C2(OCC(CO)([N+](=O)[O-])CO2)c2ccccc21` (stereo not drawn) gave RSV CPE inhibition 0.0%, UTI89 phage lysis 0.3%, West Nile virus CPE -0.2%, T cell HTS inactive and T cell HTS vesicle-bound % 2.9.
Cc1ccc(CSc2nc3c(c(N(C)C)n2)CCCC3)cc1 was read as PMI inhibition 6.4%, RSV CPE inhibition 4.2%, P. falciparum M1AAP 5.8%, UTI89 phage lysis 0.7%, M17LAP inhibition 0.3%, West Nile virus CPE -0.5%, TNAP activation fold 1.1, T cell HTS inactive, human PMI inhibition 3.7% and T cell HTS vesicle-bound % 57.5.
For CCn1c(SCC(=O)Nc2ccccc2C(=O)OC)nnc1-c1ccc(N)cc1 the results were PMI inhibition -8.9%, RSV CPE inhibition 0.1%, P. falciparum M1AAP 8.4%, UTI89 phage lysis 5.6%, M17LAP inhibition 5.9%, West Nile virus CPE -0.1%, TNAP activation fold 1, T cell HTS inactive, human PMI inhibition -12.0% and T cell HTS vesicle-bound % 34.7.
Screening CCOc1cccc(CN2CCCC(C(=O)c3cccc(C(F)(F)F)c3)C2)c1O (stereo not drawn) returned PMI inhibition 21.7%, RSV CPE inhibition 7.7%, P. falciparum M1AAP 9.7%, UTI89 phage lysis 0.3%, M17LAP inhibition 2.6%, West Nile virus CPE -1.7%, TNAP activation fold 1, T cell HTS inactive, human PMI inhibition 23.4% and T cell HTS vesicle-bound % 21.7.
Screening Cc1occc1C(=O)N/N=C/C=C/c1ccccc1 returned PMI inhibition -12.7%, RSV CPE inhibition 0.3%, P. falciparum M1AAP 9.8%, UTI89 phage lysis -0.5%, M17LAP inhibition -1.1%, West Nile virus CPE -0.3%, TNAP activation fold 1.3, T cell HTS inactive, human PMI inhibition -4.9% and T cell HTS vesicle-bound % 47.5.
`O=C(O)c1ccccc1NC(c1ccccc1)c1ccc(Cl)cc1` (stereo not drawn) gave RSV CPE inhibition 0.8%, UTI89 phage lysis -0.1%, West Nile virus CPE 0.6%, T cell HTS inactive and T cell HTS vesicle-bound % 50.3.
Screening Cc1ccc(NC(=O)c2ccc(Cl)nc2)cc1 returned PMI inhibition 0.8%, RSV CPE inhibition 2.7%, P. falciparum M1AAP 0.2%, UTI89 phage lysis 0.1%, M17LAP inhibition -4.5%, West Nile virus CPE 0.1%, TNAP activation fold 1.1, T cell HTS inactive, human PMI inhibition 2.4% and T cell HTS vesicle-bound % 48.1.
Screening CCOc1ccc2nc(N3CCCC(C(=O)NCCCN4C(C)CCCC4C)C3)sc2c1 (stereo not drawn) returned RSV CPE inhibition 1.0%, UTI89 phage lysis -0.2%, West Nile virus CPE 21.9%, T cell HTS inactive and T cell HTS vesicle-bound % 14.6.
For CC(C)CO/C(=N/S(=O)(=O)c1ccccc1)c1ccccc1 the results were PMI inhibition -3.3%, RSV CPE inhibition -1.1%, P. falciparum M1AAP 5.9%, UTI89 phage lysis 0.3%, M17LAP inhibition 0.8%, West Nile virus CPE 0.1%, TNAP activation fold 1, T cell HTS inactive, human PMI inhibition -4.6% and T cell HTS vesicle-bound % 21.9.
Screening CN(CC1CCCN(CCc2ccc(Cl)cc2)C1)C(=O)CC(F)(F)F (stereo not drawn) returned RSV CPE inhibition 0.4%, UTI89 phage lysis -0.1%, West Nile virus CPE -0.5%, T cell HTS inactive and T cell HTS vesicle-bound % 43.0.
Screening CCc1ccc(-c2cc(C(=O)N/N=C/c3ccccn3)[nH]n2)cc1 returned PMI inhibition 3.9%, RSV CPE inhibition 5.5%, P. falciparum M1AAP 0.1%, UTI89 phage lysis 1.0%, M17LAP inhibition 24.5%, West Nile virus CPE -0.6%, TNAP activation fold 2.3, T cell HTS inactive, human PMI inhibition 0.0% and T cell HTS vesicle-bound % 6.7.
For O=C(CSc1ncc(-c2ccc(F)cc2)n1Cc1ccco1)Nc1ccc2c(c1)OCO2 the results were PMI inhibition -4.4%, RSV CPE inhibition 1.8%, P. falciparum M1AAP 14.2%, UTI89 phage lysis -2.0%, M17LAP inhibition 6.8%, TNAP activation fold 1.1, T cell HTS inactive, human PMI inhibition 15.1% and T cell HTS vesicle-bound % 54.9.
Screening O=C(CSCc1ccccc1)N=Nc1c(O)[nH]c2ccccc12 returned PMI inhibition 7.2%, RSV CPE inhibition 13.3%, P. falciparum M1AAP inconclusive, UTI89 phage lysis 0.5%, M17LAP inhibition -1.9%, West Nile virus CPE -0.3%, TNAP activation fold 1.9, T cell HTS inactive, human PMI inhibition 18.6% and T cell HTS vesicle-bound % 42.0.
O=C(NCc1ccccc1)c1ccc2c(=O)n(CC3CCCO3)c(=S)[nH]c2c1 (stereo not drawn) was read as PMI inhibition 6.4%, RSV CPE inhibition 4.0%, P. falciparum M1AAP 5.4%, UTI89 phage lysis 1.1%, M17LAP inhibition 11.6%, West Nile virus CPE 0.6%, TNAP activation fold 1.1, T cell HTS inactive, human PMI inhibition 4.3% and T cell HTS vesicle-bound % 25.6.
`CC1Cc2ccccc2N1C(=O)c1ccc2nccnc2c1` (stereo not drawn) gave RSV CPE inhibition 1.5%, UTI89 phage lysis -0.1%, West Nile virus CPE -0.2%, T cell HTS inactive and T cell HTS vesicle-bound % 62.9.
For O=[N+]([O-])c1cccc(S(=O)(=O)Nc2ccc(Cc3ccncc3)cc2)c1 the results were RSV CPE inhibition 5.4%, P. falciparum M1AAP 2.1%, UTI89 phage lysis -0.1%, M17LAP inhibition -4.6%, West Nile virus CPE 0.2%, T cell HTS inactive and T cell HTS vesicle-bound % 55.5.
`Cn1nnnc1SCc1ccc(C(=O)Nc2ccc(Br)cc2)cc1` gave PMI inhibition -4.2%, RSV CPE inhibition -1.7%, P. falciparum M1AAP 11.7%, UTI89 phage lysis 1.4%, M17LAP inhibition 0.3%, West Nile virus CPE -0.3%, TNAP activation fold 1.1, T cell HTS inactive, human PMI inhibition 7.7% and T cell HTS vesicle-bound % 22.5.
Screening O=C(NC(=S)Nc1ccc(Cl)cc1Cl)C1CC1 returned RSV CPE inhibition 4.6%, UTI89 phage lysis -0.1%, West Nile virus CPE -1.8%, T cell HTS inactive and T cell HTS vesicle-bound % 5.4.
For COc1ccc(C(=O)NC(=S)Nc2ccccc2N2CCCCC2)cc1[N+](=O)[O-] the results were PMI inhibition 13.0%, RSV CPE inhibition inconclusive, P. falciparum M1AAP 2.1%, UTI89 phage lysis -2.4%, M17LAP inhibition 0.1%, West Nile virus CPE -1.3%, TNAP activation fold 1.1, T cell HTS inactive, human PMI inhibition 26.1% and T cell HTS vesicle-bound % 43.3.
Screening CC(Sc1nnc(NC2CCCCC2)s1)C(=O)Nc1ccc2c(c1)C(=O)c1ccccc1C2=O (stereo not drawn) returned PMI inhibition -14.7%, RSV CPE inhibition 19.4%, P. falciparum M1AAP 2.5%, UTI89 phage lysis 1.1%, M17LAP inhibition 27.3%, West Nile virus CPE 2.6%, TNAP activation fold 1, T cell HTS inactive, human PMI inhibition -12.8% and T cell HTS vesicle-bound % 46.6.
For Cc1nc2c(Cl)cccc2[nH]1 the results were PMI inhibition -3.6%, RSV CPE inhibition 3.8%, P. falciparum M1AAP -0.3%, UTI89 phage lysis -0.5%, M17LAP inhibition 0.2%, West Nile virus CPE 0.4%, TNAP activation fold 1.1, T cell HTS inactive, human PMI inhibition 0.1% and T cell HTS vesicle-bound % 37.7.
